SKBR3 24h inh – SK-BR-3 proliferation inhibitors, primary screen, cell-based, human, 24 h | SK-BR-3 viability, CellTiter-Glo ATP luminescence; stronger effect = lower value | viability, % at 10 µM | 0.47% of 41,000 active;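 active = viability at or below the median of all test compounds minus 3 SD, in both replicates if run twice, cut at about 45% in these data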;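 also: 100% = median untreated cell wells and 0% = median positive control drug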
* hit, by the source's call. The list is partial; the hit share may differ from the screen's.

nr	structure	SKBR3 24h inh
1	Cc1occc1C(=O)NC1CCCc2ccccc21 (stereo unspecified)	113
2	CCOC(=O)c1c(CN(C)C)n(C)c2ccc(OC(C)=O)cc12	98
3	Cc1cc(C)nc(NC(=O)CCCC(=O)O)c1	71
4	CCCCc1ccc(NC(=O)COCC)cc1	85
5	O=C(CN(Cc1ccco1)C(=O)CNS(=O)(=O)c1ccc(Cl)cc1)NCc1ccc(F)cc1	71
6	O=C(O)CCCC(=O)Nc1cccc2cccnc12	82
7	CC(C)(C)NC(=O)Cn1nnc(-c2ccc(S(C)(=O)=O)cc2)n1	94
8	C/C(Cl)=C/Cn1c(N2CCCC2)nc2c1c(=O)n(C)c(=O)n2C	79
9	CCn1c2ccccc2c2nnc(SCC(=O)c3ccccc3)nc21	88
10	Cc1ccccc1-c1noc(-c2ccccc2C(=O)N2CCCC2)n1	89
11	CCOC(=O)N1CCN(CC(=O)Nc2c(C(=O)OC)[nH]c3ccc(Cl)cc23)CC1	90
12	CC(=O)Nc1nc(C)c(Oc2ccccc2)c(=O)[nH]1	99
13	O=C(CCN1CCCC1)Nc1cccc(Br)c1	104
14	COc1ccc(-c2cc3ccccc3n2CC(O)CNC(CO)(CO)CO)cc1 (stereo unspecified)	86
15	CCOC(=O)CCNC(=O)c1ccccc1Br	91
16	COC(=O)Cc1c(C)nc2nc(-c3ccccc3)[nH]n2c1=O	81
17	Cn1nc(CC(=O)Nc2ccc3c(c2)CCC3)c2ccccc2c1=O	76
18	O=S1CCCSC1c1cccnc1 (stereo unspecified)	99
19	CC(=O)Nc1cc2nn(-c3ccccc3)nc2cc1Cl	98
20	CCC(NC(=O)c1ccccc1O)c1ccccc1 (stereo unspecified)	138
21	Cn1c(=O)n(C)c2cc(NC(=O)CSc3nnc(-c4ccccc4O)n3-c3ccccc3)ccc21	84
22	Cc1ccc(Cl)cc1N1CCN(S(=O)(=O)c2c(C)[nH]c(=O)[nH]c2=O)CC1	81
23	Cc1ccc(NC(=O)C2CCCN2C(=O)Oc2ccccc2)cc1 (stereo unspecified)	89
24	O=C(NCC(c1cccnc1)N1CCOCC1)c1cccs1 (stereo unspecified)	98
25	CC(C)CCNC(=O)CCn1nc(-c2ccccc2)ccc1=O	89
26	CSc1nc(C)c(Cl)c(C)c1C#N	92
27	COc1cc(CN2CCN(S(=O)(=O)c3ccc(NC(C)=O)cc3)CC2)cc(OC)c1O	101
28	Cc1cccc2cc3c(NC(=O)C(C)C)nn(C)c3nc12	129
29	Cc1[nH]n2c(=O)cc(C(C)(C)C)nc2c1-c1ccccc1	75
30	COc1ccc(-c2noc(COc3ccc4ccccc4c3Br)n2)cc1OC	97

Carrying on:
nr	structure	SKBR3 24h inh
31	CC(C)OCCCNC(=O)c1ccc(NC(=O)C2CCCO2)cc1 (stereo unspecified)	90
32	Cc1nc2ccccn2c1C(=O)NC1CCCCC1	107
33	COc1cc(OC)c(NC(=O)Nc2ccc(OC)c(OC)c2)cc1Cl	89
34	COc1ccc(N2CCN(C(=O)CN3C(=O)c4ccccc4S3(=O)=O)CC2)cc1	77
35	COc1cccc(-c2nc(=S)c3c(n2CCCO)CCCC3)c1	93
36	O=C(c1cc2ccccc2oc1=O)N1CCN(Cc2ccc3c(c2)OCO3)CC1	82
37	CCCCC(=O)Nc1ccc(NC(=O)CC)cc1OC	89
38	Cn1c(NCc2cccc(Br)c2)nc2ccccc21	99
39	COCCNC(=O)COC(=O)c1nsc(Cl)c1Cl	93
40	CCCn1c(SCC(N)=O)nnc1C(C)C	78
41	COC(=O)CC1SCCNC1=O (stereo unspecified)	132
42	CC1=CC(=O)OC1Cc1ccncc1 (stereo unspecified)	93
43	CCOC(=O)C1CCN(CC(O)COc2ccc(C(=O)CC)cc2)CC1 (stereo unspecified)	94
44	Cc1sc2nc(SCC(=O)NCc3ccco3)n(CCc3ccccc3)c(=O)c2c1C	97
45	Cc1ccccc1NC(=O)c1c(-c2ccccc2)noc1C	94
46	COc1ccc(C(CC(=O)N2CCOCC2)C(C)C)cc1 (stereo unspecified)	85
47	Cc1ccc(C2C(C(=O)c3cc4ccccc4o3)=C(O)C(=O)N2CCN2CCOCC2)o1 (stereo unspecified)	80
48	O=c1c2cc(Cl)ccc2nc2ccc(N3CCCC3)nn12	86
49	COc1ccc(C(=O)C2CCN(C(=O)c3ccco3)CC2)cc1	71
50	Cc1cc(NC(=O)CSc2nnc(C3CC3)n2C)no1	92
51	CS(=O)(=O)N1CCC(C(=O)NCC2CCCO2)CC1 (stereo unspecified)	84
52	CCc1cc(C(=O)Cc2cnn(-c3ccccc3)c2)c(O)cc1O	105
53	CC1(C)C(c2cccs2)=NC(c2ccccc2)N1O (stereo unspecified)	85
54	Cc1nc2cc(NC(=O)NCc3ccco3)ccc2o1	105
55	O=C(NC1(C(F)(F)F)NC(=O)N(Cc2ccco2)C1=O)c1cccs1 (stereo unspecified)	109
56	COC(=O)c1ccccc1CCC(C)=O	95
57	COc1ccccc1NC(=O)CSC1=NC(=O)C(NC(C)=O)C(=O)N1 (stereo unspecified)	92
58	Cc1nc(SCC(=O)Nn2c(-c3ccccc3)nc3ccccc3c2=O)n[nH]1	117
59	CCC(C(=O)NC1CCCC1)N(C(=O)Cn1nnc(-c2ccc(OC)c(OC)c2)n1)C1CCCCC1 (stereo unspecified)	62
60	CC1Cn2c(nnc2C23CC4CC(CC(C4)C2)C3)S1 (stereo unspecified)	111

Compounds from the list above that have an NH in an aromatic ring (six):
nr	structure	SKBR3 24h inh
11	CCOC(=O)N1CCN(CC(=O)Nc2c(C(=O)OC)[nH]c3ccc(Cl)cc23)CC1	90
12	CC(=O)Nc1nc(C)c(Oc2ccccc2)c(=O)[nH]1	99
16	COC(=O)Cc1c(C)nc2nc(-c3ccccc3)[nH]n2c1=O	81
22	Cc1ccc(Cl)cc1N1CCN(S(=O)(=O)c2c(C)[nH]c(=O)[nH]c2=O)CC1	81
29	Cc1[nH]n2c(=O)cc(C(C)(C)C)nc2c1-c1ccccc1	75
58	Cc1nc(SCC(=O)Nn2c(-c3ccccc3)nc3ccccc3c2=O)n[nH]1	117

Following part:
nr	structure	SKBR3 24h inh
61	CCOc1ccc(C(=O)Nc2cccc(C)n2)cc1	90
62	CCNc1nc(NC(C)C)nc(N(C#N)C(C)C(=O)N(C)C)n1 (stereo unspecified)	119
63	CCC(=O)N/C(=N/c1nc(C)cc(C)n1)Nc1cccc(OC)c1	80
64	COC(=O)COc1cccc(NC(=O)c2cccs2)c1	96
65	CC(=O)NC(=O)NC1OC(=O)C(Cl)=C1Cl (stereo unspecified)	101
66	CCCCc1c(O)nc(SCC(=O)Nc2ccc3c(c2)CCC3)[nH]c1=O	62
67	COc1cc(OC)nc(NC(=O)CSc2nnc(-c3ccccc3)n2C2CCCCC2)n1	83
68	COc1ccc(CCNC(=O)COC(=O)c2cnc(C)cn2)cc1OC	103
69	c1cncc(Nc2nc(-c3cccs3)cs2)c1	103
70	O=c1c2ccccc2oc2nc(-c3ccco3)n(CCc3ccccc3)c(=O)c12	92
71	O=C(Nc1ccccc1)N1CCn2c1nc1ccccc12	93
72	O=C(CCc1ccc(S(=O)(=O)N2CCCCC2)cc1)c1nnc(-c2ccccc2)o1	82
73	CCc1ccccc1NC(=O)c1ccoc1C	93
74	COc1ccc(C2C(C(=O)NCC3CCCO3)c3cc(OC)c(OC)cc3C(=O)N2C)cc1OC (stereo unspecified)	108
75	Cc1ccc(C)c(N2CCN(C(=O)CCS(=O)(=O)c3cccc4nonc34)CC2)c1	95
76	N#CC1=C2SCN(Cc3ccco3)CN2C(=O)CC1c1cccc2ccccc12 (stereo unspecified)	90
77	Nc1ncnc2c1ncn2[C@@H]1O[C@H](CO)[C@@H](O)[C@H]1O	83
78	COc1cc(NC(=O)CSc2nnnn2-c2ccccc2)cc(OC)c1OC	78
79	Cc1ccc(/C(O)=C2\C(=O)C(=O)N(c3cc(C)on3)C2c2cccc(Cl)c2)cc1 (stereo unspecified)	86
80	O=C(CC1NCCNC1=O)OCc1ccccc1 (stereo unspecified)	93
81	COc1ccc(NC(=O)CN2CCC(n3c(C)nc4cc(F)ccc43)CC2)c(OC)c1	85
82	CCn1c(SCC(=O)c2ccc(Cl)cc2)nnc1-c1ccoc1C	81
83	CCCCNC(=O)NCC(=O)Nc1ccc(F)c(F)c1	96
84	Cc1ccc(C2c3c(oc4ccccc4c3=O)C(=O)N2c2nnc(C)s2)o1 (stereo unspecified)	120
85	CCn1nnc(NC(=O)c2ccccc2Br)n1	87
86	CCOC(=O)c1[nH]c2ccc(Br)cc2c1NC(=O)CNC	103
87	C=CCn1c(-c2cc(OC)c(OC)c(OC)c2)n[nH]c1=S	101
88	CC(=O)c1c(N2CCN(c3cccc(Cl)c3)CC2)nc(=S)n(-c2ccccc2)c1C	87
89	CC(C)OCCCn1c(-c2ccco2)nc2nc3ccccc3nc21	82
90	Cn1c(=O)n(CCN2CCOCC2)c(=O)c2c1nc1n2CCN1c1ccc(Oc2ccccc2)cc1	72

Carrying on:
nr	structure	SKBR3 24h inh
91	O=C1CCCC2=C1C1(CCCCC1)N=C(Nc1nc3ccccc3o1)N2	77
92	C=CCCCOc1ccc(C(=O)O)cc1	91
93	Cc1cccc(-c2noc(C3CCCCC3)n2)c1	90
94	O=C(CSc1nnc(Cn2nnc(-c3ccccc3)n2)n1-c1ccccc1)Nc1ccccc1	107
95	CCOC(=O)N1CCN(C(=O)COc2ccc(S(=O)(=O)Nc3ccc(OCC)cc3)cc2)CC1	103
96	CNC(=O)c1ccc(-c2sc3nc(N4CCOCC4)c4c(c3c2N)CCCC4)o1	89
97	Cc1ccc(NC(=O)CSc2nnc(-c3ccccc3Br)o2)cc1C	89
98	CC(C)=C1C2C=CC1C(C(=O)Nc1cc(C)ccc1C)C2C(=O)O (stereo unspecified)	75
99	CCOC(=O)N1CCC(NC(=O)CCCN2C(=O)CSc3ncccc32)CC1	82
100	COC(=O)[C@H](CCSC)NC(=O)Nc1ccc(C)cc1C	88
101	Cc1cc(C)cc(NC(=O)CSc2nnc(-c3ccccc3C)o2)c1	86
102	CC(C)CC(c1nnnn1Cc1ccco1)N1CCN(c2cccc(Cl)c2)CC1 (stereo unspecified)	92
103	Cc1cc(NC(=O)c2ccc(N(C)S(=O)(=O)c3ccccc3)cc2)no1	76
104	Cc1cc(C)c2c(N)c(S(=O)(=O)c3ccccc3)sc2n1	97
105	N=c1n(CCN2CCOCC2)c2ccccc2n1CC(=O)c1ccc(Cl)c(Cl)c1	62
106	Cc1csc2c(C#N)c(=O)c3c(n12)CCC3	46
107	Cc1nc(N)sc1-c1csc(N(C)c2ccc(O)cc2)n1	81
108	Cc1cc(C)nc(NS(=O)(=O)c2ccc(NC(=O)CCC3COc4ccccc4O3)cc2)n1 (stereo unspecified)	89
109	CCOC(=O)c1ccc(N2C(=O)CC(SCC(N)C(=O)OCC)C2=O)cc1 (stereo unspecified)	108
110	COc1ccc(CSc2n[nH]c(C)n2)cc1Br	83
111	COc1ccc(N2C(=O)CC(N3CCC(O)(c4cccc(C(F)(F)F)c4)CC3)C2=O)cc1 (stereo unspecified)	91
112	CC(=O)c1c(N2CCN(C(=O)c3ccco3)CC2)nc(=S)n(-c2ccccc2)c1C	110
113	Cc1ccc(C2CC(=O)NC3=C2C(=O)CCC3)cc1Br (stereo unspecified)	83
114	O=C(c1cc(-c2ccccc2)on1)N1CCN(C(=O)c2ccco2)CC1	87
115	CCOc1cccc(NC(=O)C2CC(=O)N(C)C(=Nc3ccccc3)S2)c1 (stereo unspecified)	53
116	CCOC(=O)CSC1=C(C#N)C(c2ccc(C)cc2)C(C(=O)OC)C(=O)N1 (stereo unspecified)	104
117	COc1ccc(Cn2nnc3c(=O)[nH]c(C4CCN(C(=O)c5ccccc5Cl)CC4)nc32)cc1	79
118	COc1ccc(-c2cc(C(F)(F)F)n3ncc(C(=O)NCC4CCCO4)c3n2)cc1 (stereo unspecified)	90
119	COc1ccccc1NC1=NCC(=O)N1Cc1ccccc1	87
120	Cc1cc(NC(=O)c2cc3ncc(Br)cn3n2)no1	92

Remaining list, next part
nr	structure	SKBR3 24h inh
121	CC1(C)Cc2c(C#N)c(OCC(=O)c3ccc(Cl)cc3)nc(-c3ccoc3)c2CO1	107
122	COc1ccc(Cc2nnc(SCC(=O)N3CCN(c4ccccc4)CC3)o2)cc1	97
123	CCO/C([O-])=N/c1c[n+](N2CCOCC2)no1	84
124	CCN(CC)C(=O)c1cn(C)c2ccc(S(=O)(=O)N(CC)CC)cc2c1=O	90
125	O=S(=O)(c1ccc(S(=O)(=O)N2CCCC3(CCCCC3)C2)cc1)N1CCCCC1	101
126	O=C(Cn1nc(Cl)nc1Cl)c1cc2ccccc2oc1=O	90
127	O=C(c1cnn2cccnc12)N1CCN(c2ccccc2)CC1	90
128	C=C1c2ccc(C)cc2NC(=O)N1c1ccccc1	88
129	Cc1ccc(N(CN2CCCC2=O)C(=O)c2ccc(C)c(C)c2)cc1	110
130	O=C(CSc1nnc(-c2ccco2)n1Cc1ccco1)NCc1cccs1	95
131	CCOC(=O)CSC1=C(C#N)C(c2ccccc2Cl)C(C(=O)OC)C(=O)N1 (stereo unspecified)	90
132	COc1cc(C2C(C(C)=O)=C(O)C(=O)N2c2ccc(Br)cn2)ccc1O (stereo unspecified)	95
133	Cc1cc(N2CCCC2=O)cc(C)c1S(=O)(=O)NCCOc1ccccc1	102
134	COc1ccc(NC(=O)c2cc(-c3ccc(OC)c(OC)c3)on2)cc1OC	93
135	CCO/C(C)=N/n1c2nc3ccccc3nc2c2c(=O)n(CC(C)C)c(C)nc21	101
136	CSC1=C(C#N)C(C)CC(=O)N1 (stereo unspecified)	92
137	CC(C)C[C@H](NC(=O)OC(C)(C)C)C(=O)N1CCC(C(=O)N[C@@H](Cc2ccccc2)C(=O)O)CC1	88
138	O=C(Nc1ccc(C(=O)N2CCOCC2)cc1)Nc1cccc(Cl)c1	78
139	CCN(CC)CCCN1C(=O)C(=O)/C(=C(/O)c2ccc3c(c2)OCO3)C1c1ccccn1 (stereo unspecified)	85
140	O=C(Cn1nc(-c2ccccc2F)ccc1=O)NCc1ccc2c(c1)OCO2	82
141	O=C(CC(=O)NCc1cccnc1)NCc1cccnc1	101
142	Cc1ccc(/C=N/c2sc3c(c2C#N)CCC3)s1	93

Screening data: PubChem BioAssay, SRMLSC
